Growth percent in the NCI-60 one-dose screen (48 h, 10 µM unless noted): 100 = growth as untreated, 0 = no growth, -100 = all killed.
HL-60(TB): HL-60(TB) leukemia cells. 78,000 tested, 9% active; active means growth percent below 10
Starred values were filed as active, the others as inactive; & = joins results of further samples. An excerpt (hit frequency here may not be typical).

SMILES | HL-60(TB)
CN(C)C(=S)SCN1C(=O)c2ccc([N+](=O)[O-])cc2S1(=O)=O | 75
N#Cc1c2c([nH]c(=O)c1C#N)CCC2 | 102
CC1CN(Cc2ccco2)C(=O)NC1=O (configuration not stated) | 90
COC(=O)[C@]1(C)CCC[C@]2(C)[C@H]3C[C@H]4C(C(C)C)=C[C@]3(CC[C@H]21)[C@@H]1C(=O)/C(=C/c2cccc(OC)c2)C[C@H](O)[C@@H]14 | 94
CN1CC(c2ccccc2)C(C(=O)c2ccc(Br)cc2)C12C(=O)Nc1ccccc12 (configuration not stated) | 100
O=S1(=O)CCN(C2CCCCCCCCCCC2)CC1 | 72
CCOC(=O)c1cc2c(OC)c(OC)ccc2c2[nH]cc(C#N)c(=O)c12 | 99
COc1ccc(NC(=O)Nc2nc(N)n(-c3ccc(S(N)(=O)=O)cc3)n2)cc1 | 99
O=C1NC(=NC23CC4CC(CC(C4)C2)C3)N/C1=C\c1ccc2ncoc2c1 | -8.2*
CC1CN(CC(O)c2ccc(Br)cc2)CCO1 (configuration not stated) | 85
COc1cc2c(cc1OC)C[N+](C)(C)CC2 | 88
C[N+](C)(C)CCS(=O)(=O)[O-] | 105
CCCCCOc1cccc(/C=C2\N=C3SCCCN3C2=O)c1 | 77
O=C(O)c1cc(Cl)ccc1O | 94
O=C(/C=C/c1cccc2ccccc12)c1ccc(NC(=O)c2ccccc2CN2C(=O)c3ccccc3C2=O)cc1 | 44
CCOC(=O)C1=C(Nc2ccccc2)CSC1 | 92
COc1ccc(C(C)=O)c(C)c1OC | 100
CC(=O)Nc1ccc(C(=O)C=O)cc1 | 96
CC(O)C(NC(=O)C1CCCN1C(=O)CNC(=O)C1CC(=O)NCC(=O)NC(Cc2c[nH]c3ccccc23)C(=O)NC(Cc2ccc(O)cc2)C(=O)NCC(=O)NC(CO)C(=O)NC(CCC(N)=O)C(=O)NC(Cc2c[nH]c3ccccc23)C(=O)N1)C(=O)NCC(=O)NC(CCC(N)=O)C(=O)NC(CCCNC(=N)N)C(=O)NC(CC(=O)O)C(=O)O (configuration not stated) | 100
CC(=O)O[C@@H]1[C@@H]2O[C@H]2[C@@](C)(O)C(=O)[C@@H](C)C/C=C/[C@H]2[C@@H]3O[C@]3(C)[C@@H](C)C3[C@H](Cc4ccccc4)NC(=O)[C@@]312 (some centres not stated) | 58
CC1C=CN(N(C)C)C(C#N)(C#N)C1(C#N)C#N (configuration not stated) | 94
CC1(C)CC[C@]23CC[C@]4(C)[C@H](CC[C@@H]5[C@H]6c7c([nH]c8ccccc8c7=O)C(C)(C)[C@@H]6CC[C@]54C)[C@H]2C1OC3=O | 101
CC(=O)Nc1ccc(Cl)cc1-c1ccccc1 | 42
Cc1cc(C)c(S(=O)O)c(C)c1 | 102
COc1ccc(C(=O)NN2CC(C)OC(C)C2)cc1OC1CCCC1 (configuration not stated) | 105
Cc1ccc2c(c1)Nc1ccc(C)cc1C2(C)C | 81
O=C1NC(=NCCCO)S/C1=C\c1cccs1 | 101
CC(=O)C1C(=O)C(=O)N(c2cccc(C)c2C)C1=O (configuration not stated) | 103
CC(=O)O[C@H]1CO[C@@H]2C(Oc3ccnc(NC4CCN(S(=O)(=O)c5ccc(C)cc5)CC4)n3)CO[C@H]12 (some centres not stated) | 112
O=C(C1=C(O)C(=O)N(c2nncs2)C1c1cccc(Br)c1)c1cccs1 (configuration not stated) | 103

The closing 7 records of the section above are carried over, then new ones follow:
SMILES | HL-60(TB)
Cc1cc(C)c(S(=O)O)c(C)c1 | 102
COc1ccc(C(=O)NN2CC(C)OC(C)C2)cc1OC1CCCC1 (configuration not stated) | 105
Cc1ccc2c(c1)Nc1ccc(C)cc1C2(C)C | 81
O=C1NC(=NCCCO)S/C1=C\c1cccs1 | 101
CC(=O)C1C(=O)C(=O)N(c2cccc(C)c2C)C1=O (configuration not stated) | 103
CC(=O)O[C@H]1CO[C@@H]2C(Oc3ccnc(NC4CCN(S(=O)(=O)c5ccc(C)cc5)CC4)n3)CO[C@H]12 (some centres not stated) | 112
O=C(C1=C(O)C(=O)N(c2nncs2)C1c1cccc(Br)c1)c1cccs1 (configuration not stated) | 103
COc1ccc2occ(C3=C(c4c[nH]c5ccccc45)C(=O)N(O)C3=O)c2c1 | 97
CC(C)(C)CC(C)(C)NCc1ccccc1 | 101
Oc1cc(-c2nc3ccccc3o2)c(O)cc1-c1nc2ccccc2o1 | 63
O=C1CC(=O)N(C2=NC(c3cccc([N+](=O)[O-])c3)c3sc4ccc(Cl)cc4c3N2)N1 (configuration not stated) | 108
CC(C)(C)C1=CC(=O)C(C(C)(C)C)=CC1=O | 106&93
O=C(NCc1ccco1)Nc1cccc([N+](=O)[O-])c1 | 101
c1ccc2c(OCCCN3CCOCC3)c3oc4ccccc4c3nc2c1 | 78
O=C(Nc1nc2ccc(C(=O)N3CCN(c4ccc(Cl)c(Cl)c4)CC3)cc2s1)c1ccc(NCCc2ccccc2)c([N+](=O)[O-])c1 | 101
COc1ccc(/C=C(/C(=O)c2ccc(Cl)cc2)C(=O)C(F)(F)F)cc1 | 106
CC(C)=CCCC(C)C1=C(O)C(=O)C(C)=CC1=O (configuration not stated) | -47*
NS(=O)(=O)c1ccc(OCCOc2ccc(S(N)(=O)=O)cc2)cc1 | 101
Cc1c(C(=O)c2ccccc2)cc(C(=O)NCc2cccc(Cl)c2)n1Cc1ccc(Cl)cc1 | 87
CC(=O)/C(N=Nc1ccc(S(=O)(=O)c2ccc(N=N/C(C(C)=O)=C(/C)O)cc2)cc1)=C(\C)O | 88
O=C(NC1CCCCC1)C(c1ccc(F)cc1)N(C(=O)C1CCc2cc(F)ccc2O1)c1ccc(F)cc1F (configuration not stated) | 121
O=C(Nc1cccnc1Nc1ccc(Cl)cc1)c1cn(Cc2cccc(Oc3ccccc3)c2)nn1 | 13
c1cnc2ccc3c(c2c1)COCO3 | 99
Cc1ccc(S(=O)(=O)OCCCOS(=O)(=O)c2ccc(C)cc2)cc1 | 54
CC(=O)c1cccc(/C(N)=N/C(N)=N/c2nc3ccccc3s2)c1 | 69
O=C(/C=C/Nc1ccc(S(=O)(=O)O)cc1)c1ccc(F)cc1 | 102
CC(Br)C(=O)Nc1ccc(S(=O)(=O)NCCO)cc1 (configuration not stated) | 98
O=C(COc1ccc(/C=C2\Oc3ccc4ccccc4c3C2=O)cc1)c1ccc(Cl)cc1 | 86
Clc1ccc(Nc2ccnc(NCCNc3ccnc4cc(Cl)ccc34)n2)cc1 | -71*
O=C(CCl)N(c1ccccc1)c1ccccc1 | 101
COC(=O)c1ccoc1 | 111
CCC(N)Cc1c[nH]c2ccccc12 (configuration not stated) | 138
Cn1c(N2CCCCC2)nc(-c2ccccc2)c(C#N)c1=O | 105
Cc1nc2ccc(Br)cn2c1-c1nnc(SCc2ccc(C#N)cc2)o1 | 86
COc1cc(OC)c(S(=O)(=O)N(CCCl)CCCl)cc1C(C)=O | 47
COc1cc(OC)cc(-c2n/c(=C\c3c(O)[nH]c4cc(Cl)ccc34)cc3c2=Nc2ccccc2-3)c1 | 90
CC1=C2[C@@H](CC1)[C@]1(C)O[C@@](C(C)C)(C[C@H]1OC(=O)[C@H](C)O)[C@H]2OC(=O)/C=C/c1ccccc1 | 89
CSc1nccc(-c2c(-c3ccc(NCCN4CCOCC4)cc3)nc3sccn23)n1 | 92
COc1ccc(C2=NN(/C=C3\SC(=O)NC3=Nc3ccc(OC(C)=O)cc3)C(c3ccc(F)cc3)C2)cc1 (configuration not stated) | 99
CCN(CC)CCOc1ccc(N)cc1 | 86
Clc1ccc(-c2nnc(-c3nc4ccccc4nc3Cl)o2)c(Cl)c1 | 100
C=C1CN(c2ccc(N(C)C)cc2)C1=O | 96
O=C1CNC(c2ccc([N+](=O)[O-])cc2)N1O (configuration not stated) | 96
C#CCOc1cc(/C=N/Nc2nc(-c3ccc(C)cc3)cs2)ccc1O | 98
CSC(=O)NCCOC(=O)SC | 76
Nc1n[nH]c2cccc(C#Cc3cccc(NC(=O)c4cc(Cl)cc(Cl)c4)c3)c12 | 114
O=C(O)C(=O)O | 151
CC(=O)c1cccc(NC(=O)c2ccc(C(=O)Nc3cccc(C(C)=O)c3)cc2)c1 | 97
COc1ccc2c(c1)NP(=S)(c1ccccc1)N2 (configuration not stated) | 85
CCOC(=O)CC1C(CO)OC(n2cnc3c(N)ncnc32)C1O[Si](C)(C)C(C)(C)C (configuration not stated) | 89
CCCc1cccc(CCC)c1NC(=O)Nc1cc(Cl)cc(Cl)c1 | 101
Cc1ncc(-c2ccsc2)c(NC2CCCCCC2)n1 | 89
O=C1/C(=C\c2ccc3nccnc3c2)SC(=S)N1CCc1ccc(O)cc1 | 76
O=C(Nc1cccc(-n2cnc3cc(-c4ccc(O)cc4)ccc32)c1)C1CC1 | -17*
Cc1nc2c3c(ncn2n1)Oc1c(c(=O)[nH]c2ccc(Br)cc12)C3c1ccc(Cl)cc1 (configuration not stated) | 103
COc1ccc2cc(-c3ccc(C(=O)N/N=C/c4ccc(C#N)cc4)c(C)n3)ccc2c1 | 105
COc1ccc2[nH]c(O)c(N=NC(=O)COc3ccc(NC(=O)Nc4ccccc4)cc3)c2c1 | 96
CC(=O)Oc1ccc(C(C)=O)cc1 | 63
COc1ccc(/C=N/NC(=O)COc2ccc3c(C)c(Cc4ccccc4)c(=O)oc3c2C)cc1 | 77
C=C(C)[C@@H]1CCC2=C[C@@H](OC2=O)[C@]2(C)C[C@H]2C2=CC(C(=O)OC)=C(C1)O2 | 97
COc1ccc(C(=O)c2c(N)c(C#N)cn2-c2ccc(Cl)cc2Cl)cc1 | 85
NC(=O)c1ccc(N=Nc2c(O)c3ccccc3[nH]c2=O)cc1 | 114
COc1ccc(C2CC(c3cnccn3)=NN2C(N)=S)cc1OC (configuration not stated) | 106
O=c1cc(O)n2ncnc2[nH]1 | 95
COC(=O)/C=C/Nc1ccccc1 | 101
Nc1nc(N)c2c(n1)NC(c1ccc3c(c1)OCO3)CC(c1cccc(Nc3ccncc3)c1)=N2 (configuration not stated) | 57
O=C(Nc1ccc(Nc2ncnc3sc4c(c23)CCCC4)cc1)Nc1cccc(C(F)(F)F)c1 | 102

Quoted at random: 6 entries already listed
SMILES | HL-60(TB)
CC(=O)Oc1ccc(C(C)=O)cc1 | 63
COC(=O)/C=C/Nc1ccccc1 | 101
COc1ccc2[nH]c(O)c(N=NC(=O)COc3ccc(NC(=O)Nc4ccccc4)cc3)c2c1 | 96
O=c1cc(O)n2ncnc2[nH]1 | 95
Nc1nc(N)c2c(n1)NC(c1ccc3c(c1)OCO3)CC(c1cccc(Nc3ccncc3)c1)=N2 (configuration not stated) | 57
COc1ccc(/C=N/NC(=O)COc2ccc3c(C)c(Cc4ccccc4)c(=O)oc3c2C)cc1 | 77

Continued:
SMILES | HL-60(TB)
COc1ccc(/C=c2\c(=O)n(-c3ccccc3)c3nn4c(n23)=NNC(=S)N=C4c2ccccc2)cc1 | 102
CCn1c(Cc2ccccc2Nc2c(Cl)cccc2Cl)nnc1SCC(=O)NN1C(=O)/C(=C/c2cc(OC)c(O)c(OC)c2)SC1=S | -1.1*
COc1cc(/C=C/c2cc(/C=C/c3ccc(O)c(OC)c3)n(C(=O)Nc3ccc(C)cc3C)n2)ccc1O | -30*
CCCCC(CC)CN1C(=O)c2ccccc2C1=O (configuration not stated) | 81&61
O=C(CSc1nnc(-c2cccs2)n1-c1ccccc1)Nc1ccc(Cl)cc1 | 76
COc1ccc(-c2nc(-c3ccccc3C)c3c(-c4ccc(C(F)(F)F)cc4)c(-c4ccccc4)[nH]c3n2)cc1 | 97
N/C(=N\C(N)=N\c1nc2ccccc2s1)c1ccccn1 | 90
COc1c2ccoc2c(/C=C/C=O)c2oc(-c3ccc(Cl)cc3)cc(=O)c12 | 117
Cc1nn(-c2ccccc2)c2nc(CNc3ccc(NCc4c(-c5ccccc5)no[n+]4[O-])cc3)[nH]c(=O)c12 | 94
CC(C)=C[C@@H]1C[C@H](O)Cc2ccccc2N1 | 103
Cn1cc(-c2noc(C(=O)c3cn(C)c4ncc(Br)cc34)n2)c2ccccc21 | 103
O=C1C(=O)N(CN2CCN(c3cc(=O)n(-c4ccccc4)c4ccccc34)CC2)c2ccccc21 | 130
COc1ccc(/C=C/C(=O)/C=C/c2cc3ccc(Cl)cc3[nH]c2=O)cc1 | 71
COc1ccc(NC(=O)c2ccc(Nc3ncnc4c3cnn4-c3cccc(Br)c3)cc2)cc1 | 99
Cc1cccc(NC(=O)Nc2ccc(Oc3ncnc4[nH]c(C)c(C)c34)cc2)c1 | 103
CC1(C)C=C2[C@H]3CC[C@@H]4[C@@]5(C)CC[C@H](O)C(C)(C)[C@@H]5CC[C@@]4(C)[C@]3(C)CC[C@@]2(C(=O)n2ccnc2)CC1 | 58
C=CCOc1ccc(C#N)cc1 | 93
COC(=O)C1=C(O)c2ccoc2C2(C(C)C)CCCC1C2 (configuration not stated) | 104
COc1ccc2c(c1)=C/C(=C/c1sc(Nc3ccc(S(N)(=O)=O)cc3)nc1O)C(=O)N=2 | 113
CN(C)c1ccc(/C=C/C2=[N+](C)c3ccccc3C2(C)C)cc1 | -18*
CC1=C(c2cc(-c3ccccc3O)c(C#N)c(N)n2)C(c2ccccc2)NC(=S)N1 (configuration not stated) | 92
Cc1cc(C)c2c(Cn3cc(CSc4nc5ccccc5o4)nn3)cc(=O)oc2c1 | 117
C=CN1C(=O)NC2(CCCCC2)C1=O | 26
CCN1CCN(c2cc(C(=O)Nc3nc4ccc(Oc5ccnc(C(=O)NC)c5)cc4s3)cc(C(F)(F)F)c2)CC1 | 19
CCCCNS(=O)(=O)c1cc(Nc2ccc(O)c3c2C(=O)c2c([N+](=O)[O-])ccc(O)c2C3=O)ccc1OC | 97
COc1cc(C(=O)/C=C/c2c(C(F)(F)F)nc3ncccn23)cc(OC)c1OC | 59
CC(NC(=O)C(C)Oc1ccc(Cl)cc1Cl)C(=O)O (configuration not stated) | 105
O=C(Cn1nc(N2CCCCC2)ccc1=O)N1CCOCC1 | 107
CN(C)CCCOc1ccc2c(c1)c(C(=O)C(=O)NCCO)cn2Cc1ccccc1 | 106
Oc1ccccc1C=Nc1ccc(N=Cc2ccccc2O)cc1 | 111
